BCR signal inh = chronic active BCR signaling inhibition; Potency, µM (doses to about 46.1 µM), without a hit: at the highest dose ratio change, negative = lower green/red ratio, hits mostly inhibitors; ABC-DLBCL IkBa-CBG/CBR reporter, luminescence ratio, 4 h; 340,000 tested, 0.05% active; active = well fitted inhibition curve with a large enough effect in the signal ratio, with a control signal flat, not every such curve was filed as active; inconclusive = small, poorly fitted or top-dose-only effect, or effect the other way, or a change in a side signal; the % refers to the signal ratio;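 also: potency is read from the fitted curve at half-maximal effect; plate controls were basal doxycycline-induced cells for no effect and cells given 10 µM MG132 for full effect; MG132 reads +100%, hits lower the ratio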
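Doxycycline induced both beetle luciferases in TMD8 lymphoma cells; IKK-driven degradation limits the IkappaBalpha-fused green signal, while red luminescence normalises for cell number and nonspecific effects. Compounds tested up to 46 uM, 4 hrs.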
MBNL1-CUG inh = MBNL1-poly(CUG) RNA binding inhibition | 280,000 tested, 0.036% active | TR-FRET MBNL1-His/biotin-(CUG)12 binding, 665/545 ratio | Potency, µM (titrated, usually from 57.5 µM), inactives show top-dose activity change, negative = inhibition, hits mostly inhibitors | Q9NR56; active = well fitted inhibition curve with a large enough effect in the signal ratio, with a control signal flat, not every such curve was filed as active; inconclusive = small, poorly fitted or top-dose-only effect, or effect the other way, or a change in a side signal; inactive = no such curve, though single readings can be large or run the other way; the % refers to the signal ratio; also: potency is read from the fitted curve at half-maximal effect; % is scaled to controls: 0 for no effect and ±100 for the full control effect
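Compounds (final 92 nM to 58 uM) are added to His-tagged MBNL1 and biotin-(CUG)12, then terbium anti-His antibody and streptavidin-XL665 (5 nM final). After 60 min at room temperature, the 665/545 nm ratio is read.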
PKM2 act = increases activity of human pyruvate kinase M2 | P14618 | 260,000 tested, 0.34% active | Potency, µM (top dose mostly 57.5 µM), for inactives: top-dose activation, usual class: activators | AID 1631 | purified PKM2, Kinase-Glo ATP luminescence, activation; response scale: 0% is enzyme alone, no compound; also: potency is read from the fitted curve at half-maximal effect; % is scaled to controls: 0 for no effect and ±100 for the full control effect; nearly all actives have a fitted effect of over 55% in size
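ATP formation by purified human PK-M2, quantified via coupled luciferase luminescence after 1 h at room temperature with 0.1 mM ADP and 0.5 mM PEP final.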
Mito fusion act = blocks mitochondrial division or promotes mitochondrial fusion | S. cerevisiae fusion-defective mutant growth rescue, CellTiterGlo 48 h | Potency, µM (doses to about 46.1 µM), for the others: at the top dose growth rescue (activation), hits mostly activators | 320,000 tested, 0.23% active;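 also: potency is read from the fitted curve at half-maximal effect; % of control where 0% means no effect; nearly all actives have a fitted effect of over 45% in size; temperature-sensitive fusion mutants such as fzo1-1 at 37 °C on non-fermentable ethanol glycerol medium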
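Compounds are tested for their ability to restore growth of mitochondrial fusion-defective yeast strains at non-permissive 37C in YPEG medium over 48 hours. Viability is quantified by luciferase luminescence.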
Menin MLL FP TR = inhibitors of human menin-MLL interaction, mutant MLL peptide | O00255 | Menin + Texas Red MLL mutant peptide, fluorescence polarization | Potency, µM (top dose mostly 61.6 µM), without a hit: at the top dose FP activity change, negative = inhibition, most hits filed as inhibitors | 270,000 tested, 0.23% active; active = well fitted inhibition curve with a large enough effect in the polarisation, with a control signal flat, not every such curve was filed as active; inconclusive = small, poorly fitted or top-dose-only effect, or effect the other way, or a change in a side signal; inactive = no such curve, though single readings can be large or run the other way; the % refers to the polarisation; also: potency is read from the fitted curve at half-maximal effect; % of control where 0% means no effect; many of its hits are not listed in these tables
Target sequence (O00255 whole entry, looked up): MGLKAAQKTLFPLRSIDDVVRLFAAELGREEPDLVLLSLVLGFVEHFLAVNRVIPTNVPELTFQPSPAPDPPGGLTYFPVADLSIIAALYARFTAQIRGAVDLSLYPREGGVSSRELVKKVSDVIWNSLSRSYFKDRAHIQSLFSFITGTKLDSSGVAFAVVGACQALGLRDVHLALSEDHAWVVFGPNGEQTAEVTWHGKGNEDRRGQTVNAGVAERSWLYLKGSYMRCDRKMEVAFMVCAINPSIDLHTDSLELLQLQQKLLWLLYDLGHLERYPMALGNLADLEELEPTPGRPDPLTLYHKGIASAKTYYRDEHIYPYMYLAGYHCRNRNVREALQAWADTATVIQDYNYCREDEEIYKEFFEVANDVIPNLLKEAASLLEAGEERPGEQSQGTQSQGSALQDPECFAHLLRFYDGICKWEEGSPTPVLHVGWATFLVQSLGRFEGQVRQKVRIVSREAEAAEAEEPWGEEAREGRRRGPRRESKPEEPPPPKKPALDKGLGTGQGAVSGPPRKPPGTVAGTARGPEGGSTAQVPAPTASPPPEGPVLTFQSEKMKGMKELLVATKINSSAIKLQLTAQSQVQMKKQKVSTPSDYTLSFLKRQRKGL
USP2a block = blocks human ubiquitin-specific protease USP2a; O75604; USP2 core, Ub-CHOP2 coupled fluorogenic reporter, 485/531; Potency, µM (doses to about 38.3 µM), for the others: top-dose activity change, negative = inhibition, hits mostly inhibitors; 330,000 tested, 0.01% active;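 also: potency is read from the fitted curve at half-maximal effect; plate controls were DMSO wells for no effect and full inhibition by NEM control for full effect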
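USP2 core (10nM final) preincubated 30min RT with compound in 20mM Tris-HCl pH 8.0, 2mM CaCl2, 2mM beta-mercaptoethanol, 0.05% CHAPS; 25nM Ub-CHOP2 plus 25nM reporter substrate added, fluorescence (Ex485/Em531) read after 60min.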
Eya2 inh = blocks the phosphatase activity of human Eya2; O00167; recombinant Eya2, OMFP fluorescence dephosphorylation (OMFP is methylfluorescein phosphate); Potency, µM (doses to about 76.9 µM), for inactives: at the highest dose activity, negative = inhibition, most hits filed as inhibitors; 330,000 tested, 0.006% active; also: potency is read from the fitted curve at half-maximal effect; % is scaled to controls: 0 for no effect and ±100 for the full control effect
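Eya2 protein (added as 0.2 uM solution) was preincubated with compound for 10 min at ambient temperature in 50 mM HEPES pH 7.5, 50 mM NaCl, 5 uM MgCl2, 0.05% BSA, 1 mM DTT. OMFP (added at 50 uM) then reacted 10 min; fluorescence read at 485/525 nm.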
ASM inhibitor = human S-ASM enzyme inhibition | P17405 | placental ASM, HMU-PC fluorogenic substrate, 60 min | Potency, µM (doses to about 57.5 µM), without a hit: at the highest dose activity change, negative = inhibition, hits mostly inhibitors | 340,000 tested, 0.006% active; also: potency is read from the fitted curve at half-maximal effect
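HMU-PC0 cleavage (9 uM final) by human placental ASM, 60 min at 37 °C following 10 min compound exposure at RT; stopped at pH 10, fluorescence Ex 386/Em 447 nm.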
TSHR antagonist = antagonists of human thyroid stimulating hormone receptor. P16473. TSHR-expressing cells, TSH-stimulated cAMP HTRF, 2 h; stronger effect = lower value. activity change, negative = inhibition, % at 11.5 µM. 330,000 tested, 0.2% active;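 active = activity change below a set negative limit, meaning inhibition stronger than a set level, cut at about -70% in these data; inconclusive = activity change between two set negative limits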; also: % is scaled to controls: 0 for no effect and ±100 for the full control effect
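TSHR-expressing cells, 200/well, pre-treated with compound, then stimulated with EC80 TSH (4nM final) for 2 hours at 37 deg C. cAMP measured by competitive HTRF: anti-cAMP cryptate antibody in lysis buffer plus cAMP-d2, read after 30 minutes at room temperature.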
hERG WT inh = inhibitors of human wildtype KCNH2 potassium channel. Q12809. U2OS, BacMam KCNH2, thallium flux FluxOr; stronger effect = lower value. activity change, % at 1.84 µM. 340,000 tested, 0.37% active. AID 720551;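 active = maximum activity change below -70%; inconclusive = maximum activity change between -70% and -50%; inactive = maximum activity change above -50%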; also: % is scaled to controls: 0 for no effect and ±100 for the full control effect
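U2OS cells transduced with wild-type KCNH2 virus are loaded with FluxOr dye for 45 min, and thallium flux is measured in kinetic reads before and after stimulation buffer. Rate constants are normalized to DMSO controls.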
GALK inh = inhibitors of human galactokinase; P51570; Purified GALK, Kinase-Glo residual ATP luminescence; Potency, µM (series often up to 57.5 µM), without a hit: top-dose activity change, negative = inhibition, usual class: inhibitors; 270,000 tested, 0.007% active; AID 1868; also: potency is read from the fitted curve at half-maximal effect; % is scaled to controls: 0 for no effect and ±100 for the full control effect
Target sequence (P51570 whole entry, looked up): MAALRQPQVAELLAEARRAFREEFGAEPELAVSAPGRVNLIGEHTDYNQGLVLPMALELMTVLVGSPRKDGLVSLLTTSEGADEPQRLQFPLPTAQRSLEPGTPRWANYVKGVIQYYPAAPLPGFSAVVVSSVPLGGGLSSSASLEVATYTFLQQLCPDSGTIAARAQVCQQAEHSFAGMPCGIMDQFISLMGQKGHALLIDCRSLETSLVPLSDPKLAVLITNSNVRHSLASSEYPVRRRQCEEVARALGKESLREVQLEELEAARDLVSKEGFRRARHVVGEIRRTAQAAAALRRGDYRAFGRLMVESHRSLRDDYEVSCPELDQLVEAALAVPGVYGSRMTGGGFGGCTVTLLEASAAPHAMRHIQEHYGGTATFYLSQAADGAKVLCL
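5 nM enzyme, 35 uM ATP, 100 uM galactose, 20 mM HEPES pH8.0, 5 mM MgCl2; 1 h RT; residual ATP by Kinase-Glo Plus luminescence, qHTS format.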
The depositor's hits bear a star; ? = inconclusive; / = no result given; [ ] = dose if it differs, or a comment. Unless noted, calls follow the shape of the dose curve; as a rule, active = well fitted curve in the direction sought with a large enough effect; inconclusive = small, poorly fitted or top-dose-only effect, or another doubt; inactive = no such curve, though single readings can be large; an effect the other way counts as inactive or inconclusive.

SMILES	BCR signal inh	MBNL1-CUG inh	PKM2 act	Mito fusion act	Menin MLL FP TR	USP2a block	Eya2 inh	ASM inhibitor	TSHR antagonist	hERG WT inh	GALK inh
Cc1ccccc1C(=O)Nc1cc(S(=O)(=O)N2CCOCC2)ccc1N1CCN(C)CC1	?	/	/	-2.7%	/	3.1%	10.3%	4.2%	-34.4	-0.7	/
O=C(CSc1nnc2ccccn12)NNC(=O)c1ccc([N+](=O)[O-])cc1	7.0%	?	2.7%	-3.1%	/	0.0%	-2.5%	-1.7%	0.1	4.0	4.5%
COC(=O)c1sc(C(C)(C)C)cc1CS(=O)(=O)c1ccc(Cl)cc1	-3.7%	-15.4%	?	6.8%	/	1.9%	?	-4.4%	-7.6	-3.4	5.4%
COc1ccc(Nc2cc(C(=O)NCCCN3CCN(C)CC3)c3ccccc3n2)c(OC)c1	?	6.5%	4.9%	-2.0%	?	2.5%	-3.5%	-2.1%	12.7	8.6	-0.3%
O=C(NCCCN1CCCCCC1)C1CC(=O)N(C2CCCC2)C1 (stereo unspecified)	5.6%	-9.5%	-12.0%	2.1%	?	-0.7%	3.5%	-0.4%	29.4	-12.7	3.7%
CCSc1nc(-c2ccc(OC)cc2)cc(-c2ccc(OC)cc2)c1C#N	-2.6%	5.8%	6.3%	-2.7%	2.2%	-1.6%	10.6%	101.7%	9.4	4.3	0.9%
CCCCn1c(N)c(N(CCOC)C(=O)CSCC(=O)Nc2cccc(C)c2)c(=O)[nH]c1=O	0.2%	/	/	-3.5%	/	0.6%	-16.7%	10.5%	-0.6	-6.5	/
CN(C)c1ccc(C(C(=O)NCc2ccccc2)N(Cc2cccnc2)C(=O)c2snc(C(N)=O)c2N)cc1 (stereo unspecified)	1.4%	?	-0.6%	-7.0%	-1.6%	1.7%	-12.3%	-1.5%	-8.5	9.6	-4.4%
O=C(Cn1cnc2c(nnn2Cc2ccccc2)c1=O)c1ccc(Cl)cc1	-1.1%	2.1%	-1.2%	-4.6%	?	1.2%	-7.7%	-3.5%	-1.0	6.6	-2.4%
Cc1cc(C(=O)COc2cccnc2[N+](=O)[O-])c(C)n1-c1ccccc1F	?	16.8%	0.0%	7.6%	/	3.8%	-8.4%	2.0%	-11.3	-2.6	-1.0%
Cn1nc(C(C)(C)C)cc1C(=O)O	1.6%	-8.3%	-3.6%	1.3%	2.3%	0.8%	8.0%	0.7%	4.0	/	4.6%
O=[N+]([O-])c1cccc(S(=O)(=O)N2CCN(S(=O)(=O)N3CCOCC3)CC2)c1	-0.5%	9.2%	-10.5%	10.0%	?	4.0%	-2.3%	4.7%	8.8	4.0	18.0%
CCOC(=O)N1CCN(C(=O)C2CCN(CC3CCCCC3)CC2)CC1	-0.1%	-2.8%[11.5 µM]	2.0%	-27.1%	-1.7%	5.2%	-1.9%	-0.5%	-8.2	8.7	/
COC(=O)CCNCCSc1nnc(-c2ccco2)n1Cc1ccccc1	-3.2%	0.0%	0.2%	-4.3%	/	1.1%	-8.1%	4.7%	-0.2	30.0	4.1%
Cc1cc([N+](=O)[O-])nn1CCCC(=O)Nc1c(C)n(C)n(-c2ccccc2)c1=O	-6.5%	/	3.0%	1.0%	7.2%	6.0%	-23.9%	-0.3%	6.2	1.4	0.4%
COC(=O)COc1ccc(NS(=O)(=O)c2cccc([N+](=O)[O-])c2)cc1	-1.0%	?	-5.4%	?	8.6%	1.0%	3.7%	-4.1%	-18.7	-37.5	-1.8%
COc1ccc(-c2c(C(C)=O)c(C)nc3sc4c(=O)n(-c5ccc(C)cc5)nnc4c23)cc1	-22.4%	14.6%	0.0%	-6.8%	/	0.2%	1.1%	-22.4%	-16.5	6.7	0.8%
CCOC(=O)c1c(S(=O)(=O)N2CCCC(C(=O)Nc3ncccc3C)C2)c(C)n(C)c1C (stereo unspecified)	?	-3.2%	/	-4.1%	-18.3%	2.1%	-9.4%	0.5%	5.5	-7.4	0.1%
O=c1c2nnn(Cc3ccc(Cl)cc3)c2ncn1Cc1ccc(F)cc1	9.9%	?	?	-9.1%	5.9%	1.0%	3.3%	-0.5%	2.8	37.1	0.9%
Cc1nn(-c2ccc(C(=O)N3CCN(S(=O)(=O)c4ccccc4C(F)(F)F)CC3)cc2)c(C)c1Cl	-4.9%	/	/	-7.3%	/	-5.2%	-9.3%	-6.8%	-14.2	3.1	/

Entries of single compounds as entered above.
`COc1ccc(-c2c(C(C)=O)c(C)nc3sc4c(=O)n(-c5ccc(C)cc5)nnc4c23)cc1` reads BCR signal inh: -22.4%; MBNL1-CUG inh: 14.6%; PKM2 act: 0.0%; Mito fusion act: -6.8%; Menin MLL FP TR: /; USP2a block: 0.2%; Eya2 inh: 1.1%; ASM inhibitor: -22.4%; TSHR antagonist: -16.5; hERG WT inh: 6.7; GALK inh: 0.8%
`CCOC(=O)N1CCN(C(=O)C2CCN(CC3CCCCC3)CC2)CC1` reads BCR signal inh: -0.1%; MBNL1-CUG inh: -2.8%[11.5 µM]; PKM2 act: 2.0%; Mito fusion act: -27.1%; Menin MLL FP TR: -1.7%; USP2a block: 5.2%; Eya2 inh: -1.9%; ASM inhibitor: -0.5%; TSHR antagonist: -8.2; hERG WT inh: 8.7; GALK inh: /

Additional records:
SMILES	BCR signal inh	MBNL1-CUG inh	PKM2 act	Mito fusion act	Menin MLL FP TR	USP2a block	Eya2 inh	ASM inhibitor	TSHR antagonist	hERG WT inh	GALK inh
Cc1cccc(SCC(=O)Nc2ccccc2[N+](=O)[O-])c1	?	?	-8.2%	4.6%	3.8%	-0.3%	-13.3%	0.5%	-6.0	0.9	3.5%
Cn1c(=O)oc2cc(S(=O)(=O)N3CCN(c4ccccc4)CC3)ccc21	2.1%	-7.4%	3.5%	-2.5%	-6.1%	8.0%	-6.9%	-1.2%	10.0	-5.7	4.6%
Cc1cccc2sc(N(CCCN(C)C)C(=O)c3ccc4ncsc4c3)nc12	?	-5.7%	-3.3%[0.46 µM]	-15.1%	-0.2%	1.3%	0.8%	1.6%	11.0	31.3	-0.4%
O=C(COC(=O)/C=C/c1cccc(C(F)(F)F)c1)Nc1cccc2ccccc12	-1.9%	/	4.9%	-3.5%	?	1.0%	-0.2%	2.4%	28.5	3.0	1.1%
CC1(C)Cc2cccc(OCC(=O)OCC(=O)Nc3ccc(C(N)=O)cc3)c2O1	-0.4%	/	/	1.7%	/	2.9%	-7.9%	/	1.8	3.0	/
O=C(NCc1ccco1)c1ccc(Cn2cc([N+](=O)[O-])cn2)o1	?	19.7%	0.9%	-1.4%	-2.3%	1.3%	18.0%	1.0%	-4.6	-4.2	-1.0%
O=C(NC(=S)NCc1nc2ccccc2[nH]1)c1ccc(F)cc1	?	-3.7%	1.5%	3.2%	-13.2%	1.6%	3.5%	-5.3%	1.2	-2.4	8.0%
CCCCSc1nnc2c(n1)[nH]c1ccccc12	?	0.8%	-2.2%	0.1%	20.4%	0.2%	-5.8%	-4.1%	-10.5	5.0	2.1%
CN(CC(=O)Nc1ccc(F)c(F)c1F)C(=O)CC1OC(=O)c2ccccc21 (stereo unspecified)	3.8%	/	/	-7.5%	/	2.0%	18.9%	3.6%	3.1	-8.8	/
Cn1c(SCC(=O)NCc2ccccc2)nnc1C1CC1	1.2%	-10.5%	0.0%	-3.5%	-0.5%	-0.7%	3.4%	0.6%	-4.3	-7.4	6.6%

An excerpt from above, limited to MBNL1-CUG inh and Mito fusion act.
compound	MBNL1-CUG inh	Mito fusion act
CCCCSc1nnc2c(n1)[nH]c1ccccc12	0.8%	0.1%
CCSc1nc(-c2ccc(OC)cc2)cc(-c2ccc(OC)cc2)c1C#N	5.8%	-2.7%

Bioassay records: PubChem, National Center for Advancing Translational Sciences (NCATS)

An excerpt. The share of hits here may be higher or lower than overall.
